Screening data (PubChem)
Abeta yeast res: qHTS for compounds that reverse cellular toxicity of Amyloid beta (A-beta) peptide in yeast: Primary Screen; yeast expressing A-beta42, growth rescue, OD600, 48 h; response scale: 0% DMSO, 100% iron-clioquinol control; Potency, µM (titrated, usually from 46.1 µM), for inactives: at the highest dose growth rescue, usual class: activators; hit rate 0.063% among 410,000; AID 1347071, 2019; further: potency means the concentration at half of the fitted maximal effect; nearly all actives have a fitted effect of over 55% in size
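Yeast growth medium received pinned compounds, then yeast cells expressing toxic A-beta were added; plates incubated at 30 C for 48 hr. Growth read as absorbance at 600 nm, normalized to DMSO and equimolar FeCl3 plus clioquinol controls.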
MmCpn inh: Inhibitors of TCP-1 ring complex (TRiC) of Methanococcus maripaludis (MmCpn): qHTS | purified Mm-Cpn ATPase, ADP Transcreener TR-FRET | Potency, µM (top dose mostly 76.9 µM), for inactives: at the highest dose activity, negative = inhibition, usual class: inhibitors | hit rate 0.031% among 330,000; further: potency means the concentration at half of the fitted maximal effect; on the % scale 0 is the no-effect control and ±100 the full control effect; nearly all actives have a fitted effect of over 80% in size
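ATPase read-out: TR-FRET ADP immunoassay (anti-ADP Eu cryptate vs ADP-d2), ex 320 nm, em 590/665 nm; signal drops as ADP forms. Enzyme 25 nM, ATP 10 uM, 30 min at 37°C after 10 min compound preincubation.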
FUS suppressor: qHTS for Suppressors of FUS Proteinopathy: Primary screen using FUS-linked yeast assay; S. cerevisiae FUS-expressing, growth rescue, OD600, 24 h; Potency, µM (highest dose often 76.6 µM), for inactives: top-dose growth rescue (activation), actives largely listed as activators; hit rate 0.24% among 390,000;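 further: potency means the concentration at half of the fitted maximal effect; plate controls were DMSO vehicle for no effect and reference control for full effect; nearly all actives have a fitted effect of over 55% in size; some results filed as inactive show a strong effect at the top dose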
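Restored growth of FUS-toxic S. cerevisiae, read as 600 nm absorbance after 24 h at 30C in galactose medium (starting OD 0.005). Controls CP55940 and DMSO.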
PTHR1 agonist: qHTS for PTHR1 Agonists: Primary Screen; Parathyroid hormone/parathyroid hormone-related peptide receptor (Homo sapiens), Q03431; HEK293 GP2 PTHR1 cells, GloSensor cAMP luminescence, 1 h; Potency, µM (titrated, usually from 115 µM), for inactives: top-dose activation, most hits filed as activators; hit rate 0.075% among 410,000; AID 743266, 2014; further: potency means the concentration at half of the fitted maximal effect; nearly all actives have a fitted effect of over 55% in size; some results filed as inactive show a strong effect at the top dose; inactives centre near -15; many of its hits are not listed in these tables
Target sequence (Q03431 whole entry, looked up): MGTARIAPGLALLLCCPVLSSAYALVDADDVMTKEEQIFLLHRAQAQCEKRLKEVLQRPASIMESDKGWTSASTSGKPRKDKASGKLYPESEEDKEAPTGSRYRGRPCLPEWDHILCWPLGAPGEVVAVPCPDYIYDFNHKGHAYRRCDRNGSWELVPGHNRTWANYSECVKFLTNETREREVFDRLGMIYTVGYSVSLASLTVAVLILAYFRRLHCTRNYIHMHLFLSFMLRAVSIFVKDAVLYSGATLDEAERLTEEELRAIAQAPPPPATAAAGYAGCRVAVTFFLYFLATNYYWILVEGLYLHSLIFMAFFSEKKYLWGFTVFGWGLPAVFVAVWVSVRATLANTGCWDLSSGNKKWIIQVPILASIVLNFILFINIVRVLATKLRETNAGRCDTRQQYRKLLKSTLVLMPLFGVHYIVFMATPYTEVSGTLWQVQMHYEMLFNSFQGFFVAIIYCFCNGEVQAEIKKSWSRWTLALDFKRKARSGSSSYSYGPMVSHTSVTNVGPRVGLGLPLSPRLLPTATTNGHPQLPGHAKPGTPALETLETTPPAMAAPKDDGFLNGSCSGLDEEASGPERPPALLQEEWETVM
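HEK-293-derived GP2 cells expressing PTHR1 and a GloSensor cAMP reporter, 3,000/well, plated overnight, given luciferin plus IBMX (each 0.5 mM as added) for 1 h at 37 °C, then compound for 1 h at 37 °C. Luminescence was read after 15 min at room temperature.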
GLP1R inv ag: qHTS of GLP-1 Receptor Inverse Agonists (Inhibition Mode); Potency, µM (series often up to 38.3 µM), for the others: at the highest dose activity change, negative = inhibition, actives largely listed as inhibitors; hit rate 1.6% among 410,000; Glucagon-like peptide 1 receptor (Homo sapiens), P43220; HEK293 GLP-1R CRE-luciferase, luminescence, 24 h; GLP-1R form is constitutively active; further: potency means the concentration at half of the fitted maximal effect; on the % scale 0 is the no-effect control and ±100 the full control effect; nearly all actives have a fitted effect of over 55% in size
Target sequence (P43220 whole entry, looked up): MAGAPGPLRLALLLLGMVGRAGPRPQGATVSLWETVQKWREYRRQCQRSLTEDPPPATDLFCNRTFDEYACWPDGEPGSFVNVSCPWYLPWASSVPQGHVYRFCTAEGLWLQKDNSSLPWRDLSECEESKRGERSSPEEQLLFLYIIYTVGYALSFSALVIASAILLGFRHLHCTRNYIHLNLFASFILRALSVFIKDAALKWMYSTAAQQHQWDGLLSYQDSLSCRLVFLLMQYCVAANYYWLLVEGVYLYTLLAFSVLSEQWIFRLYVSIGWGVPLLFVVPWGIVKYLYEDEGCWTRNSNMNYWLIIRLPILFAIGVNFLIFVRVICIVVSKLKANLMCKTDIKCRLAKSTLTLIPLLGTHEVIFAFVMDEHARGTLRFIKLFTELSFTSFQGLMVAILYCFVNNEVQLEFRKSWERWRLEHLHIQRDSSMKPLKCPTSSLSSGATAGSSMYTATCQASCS
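Luminescence readout: a drop in cAMP-driven luciferase signal flags inverse agonism at a constitutively active GLP-1R stably expressed in HEK293. Compound exposure lasted 24 hr at 37 deg C, 5% CO2.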
aSyn yeast inh: qHTS of alpha-syn Inhibitors | Yeast expressing alpha-synuclein, growth rescue, BacTiter-Glo, 24 h | Potency, µM (titrated, usually from 46.1 µM), without a hit: top-dose growth rescue (activation), usual class: activators | hit rate 0.14% among 370,000; further: potency means the concentration at half of the fitted maximal effect; % of control where 0% means no effect; nearly all actives have a fitted effect of over 65% in size
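Readout is rescue of growth in alpha-synuclein-expressing yeast, so inhibitors of toxicity appear as activators. Growth after 24 hr at 30 deg C in galactose medium is quantified by luminescence.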
TDP43 rescue: qHTS of TDP-43 Inhibitors | TDP-43 expressing yeast growth rescue, BacTiter-Glo, 24 h | Potency, µM (doses to about 46.1 µM), without a hit: top-dose growth rescue (activation), actives largely listed as activators | hit rate 1.8% among 410,000 | AID 652104, 2013; further: potency means the concentration at half of the fitted maximal effect; % of control where 0% means no effect; nearly all actives have a fitted effect of over 50% in size
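Yeast expressing TDP-43 (pregrown in raffinose, seeded at OD600=0.02 in galactose medium) exposed to compounds 24 hr at 30 deg C. Growth read by BacTiter-Glo luminescence; rescue of toxicity appears as increased signal.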
HEK293 tox: qHTS of GLP-1 Receptor Inverse Agonists: Cytotox Screen; hit rate 0.13% among 410,000; Potency, µM (titrated, usually from 38.3 µM), for the others: at the top dose activity change, negative = inhibition, hits mostly inhibitors; AID 624418, 2012; HEK293 cAMP-luciferase reporter cells, luminescence, 24 h;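 further: loss of luciferase light is scored as toxicity; potency means the concentration at half of the fitted maximal effect; on the % scale 0 is the no-effect control and ±100 the full control effect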
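A 23 nL compound transfer followed 12 hours of cell culture at 37 deg C; exposure then lasted 24 hr. Luciferase assay detection reagent was dispensed and plates read for luminescence after a 12 min room-temperature wait.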
Akt phos inh: HTS Assay for Inhibitors of Akt Phophorylation: Primary Screen; Neuro2A IGF-stimulated pAkt S473 HTRF, 20 min; stronger effect = lower value; activity change, % for hits at 50 µM; hit rate 0.32% among 360,000; AID 651550, 2012; in the data active means activity change below about -80%; inconclusive means mostly about -51% to -80%; further: on the % scale 0 is the no-effect control and ±100 the full control effect
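Single-point screen (50 µM final compound) in Neuro2A cells stimulated 20 min with 6 nM IGF at 37 deg C. After lysis, Ser473-phosphorylated Akt read by HTRF (ex 330 nm, em 615/665 nm) as the 665/615 ratio.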
Starred values were filed as active, the others as inactive; i = inactive; ? = inconclusive; · = not tested or not shown; & = joins results of further samples; [ ] = dose if it differs, or a comment. Unless noted, the call rests on the fitted dose curve; in most records, active means well fitted curve in the direction sought with a large enough effect; inconclusive means small, poorly fitted or top-dose-only effect, or another doubt; inactive means no such curve, though single readings can be large; an effect the other way counts as inactive or inconclusive. Not all compounds are listed. The share of hits here may be higher or lower than overall.

SMILES	Abeta yeast res	MmCpn inh	FUS suppressor	PTHR1 agonist	GLP1R inv ag	aSyn yeast inh	TDP43 rescue	HEK293 tox	Akt phos inh
COc1ccccc1CN1CCCC(CNC(=O)c2cccc3ccccc23)C1 (configuration not stated)	-4%	1%	29%	-2%	?	-2%	4%	-19%	i
CS(=O)(=O)NCc1ccc(C(=O)NCCOc2ccccc2)cc1	19%	-1%	14%	i	3%	4%	-5%	2%	i
COc1ccc(CNC(=O)CCC(=O)c2ccc(C)cc2)cc1OC	5%	1%	-3%	i	32%[activator]	1%	2%	14%	i
COc1ccc(CNC(=O)c2n[nH]c3ccccc23)cc1OC	-3%	2%	6%	i	45%[activator]	-1%	-8%	4%	i
NC(=O)c1cc(NC(=O)CCc2nc3ccccc3s2)cc(C(N)=O)c1	-15%	1%	24%	15%	15%	-1%	-23%	-6%	i
COc1ccc(-c2nc3ccccc3o2)cc1NC(=O)c1cc(Br)ccc1OC	0%	·	-2%	i	3%	·	17%	-2%	·
Cc1ccccc1Nc1nnc(SCC(=O)NCc2cccs2)s1	0%	1%	·	-12%	?	2%	12%	-26%	i
COc1cc(OC)cc(OC(=O)c2cccc(S(=O)(=O)N3CCN(C)CC3)c2)c1	0%	4%	3%	?	-31%	5%	-1%	-1%	i
O=C(COC(=O)c1cc(-c2cccs2)nc2ccccc12)c1ccc(Cl)cc1	-16%	·	3%	i	4%	·	5%	8%	·
CC(C)CNS(=O)(=O)c1ccc(CCC(=O)NCC2CCCO2)cc1 (configuration not stated)	-14%	1%	11%	i	2%	1%	0%	-4%	i
C=CCOc1c(Br)cc(CNn2cn[nH]c2=S)cc1OC	-5%	-13%	20%	i	40%[activator]	7%	-12%[0.397 µM]	-6%	i
C=C(C)CSc1nnc(CCCCCNC(=O)OC(C)(C)C)o1	16%	3%	11%	-38%[inhibitor]	?	-7%	17%	11%	i
Cc1ccc(NC(c2cccc(Cl)c2)c2nnc(-c3ccccc3)o2)cc1F (configuration not stated)	12%	·	-8%	-17%	7%	·	0%	8%	·
CCc1nnc(NS(=O)(=O)c2ccc(NC(=O)c3cccc4ccccc34)cc2)s1	9%	3%	17%	-15%	?	-5%	-12%	11%	i
CCOc1c(Cl)cc(Cl)cc1CNCCNCCO	-10%	2%	15%	i	0%	12%	-19%	2%	i
CCc1ccc(-n2nc(C)c3c(C(=O)Nc4cc(C)ccc4C)cc(C)nc32)cc1	-2%	·	-16%	-13%	-22%	·	2%[9.22 µM]	1%	·
O=S(=O)(c1ccc(OCC2CO2)cc1)c1ccc(OCC2CO2)cc1 (configuration not stated)	-12%	2%	-7%	-8%	10µM*	3%	?	?	i
CC(C)c1ccc(C(=O)COC(=O)C(O)c2ccccc2)cc1 (configuration not stated)	13%	2%	19%	-28%	?	16%	14%	-9%	i
C/C=C\C(=O)Nc1cccc(C2=NOC3(C2)C[C@@H](C(N)=O)N(C(=O)c2ccc(Cl)cc2)C3)c1 (some centres not stated)	-4%	1%	23%	-18%	7%	?	-2%	19%	i
CC1(C(=O)O)CCN1C(=O)c1cccc(C(F)(F)F)c1 (configuration not stated)	6%	·	-21%	i	8%	0%	20%	5%	i
COc1cccc(Oc2nc3ncn(Cc4ccccc4)c3c(=O)n2C)c1	-1%	0%	-13%	i	1%	3%	9%	5%	i
O=C(NCCc1csc(-c2cccc(F)c2)n1)c1ccco1	-11%&-9%	-3%	24%&-1%	i	-14%&0%	-3%	0%	-11%&-2%	i
Cc1ccc(N2C(=O)C(Cl)=C(NCCO)C2=O)c(C)c1	-15%	-3%	1%	-9%	1%	9%	3%	-18%	i
CCC(C)(C)n1nnnc1C(C(C)C)N1CCN(C)CC1 (configuration not stated)	11%	1%	-16%	i	2%	6%	-13%	8%	i
CC(C)N(Cc1ccccc1)C(=O)c1ccc2nsnc2c1	0%	-1%	4%	-1%	-19%	2%	14%	9%	i

(more compounds)
SMILES	Abeta yeast res	MmCpn inh	FUS suppressor	PTHR1 agonist	GLP1R inv ag	aSyn yeast inh	TDP43 rescue	HEK293 tox	Akt phos inh
O=c1c(Cc2ccc(Cl)cc2)c(O)ccn1Cc1cccs1	5%	-1%	11%	-69%[inhibitor]	?	-1%	-14%[0.397 µM]	-8%	i
COc1ccc(C(=O)Nc2ccc3nc(SCC(=O)N4CCc5ccccc54)sc3c2)cc1	-4%	·	29%	i	0%	·	10%	0%	·
O=C1c2ccccc2NC(c2ccc(O)c(O)c2)N1c1ccccc1Cl (configuration not stated)	-6%	-25%	-8%	i	16%	-2%	28%	-2%	i
CCC1=NN(C(=O)c2ccc(Br)cc2)C(O)(c2ccccc2)C1 (configuration not stated)	8%	1%	·	-32%[inhibitor]	0.56µM*	-45%[inhibitor]	25%	?	i
Cc1ccc(C)c(Cn2c3ccccc3c3cnn(CC(=O)NC(C)CCc4ccccc4)c(=O)c32)c1 (configuration not stated)	-3%	·	31%	1%	5%	·	21%	3%	·
COc1cccc(N2C(=O)C3CCCN3C2c2ccc(Cl)cc2)c1 (configuration not stated)	2%	-1%	-12%	-5%	-5%	0%	7%	1%	i
COc1ccc(CNC(=O)c2ccc(-c3nc(CSc4ccc(C)cc4)c(C)o3)cc2)c(OC)c1	-12%	·	12%	i	9%	·	-10%	14%	·
COc1ccc(-c2nn(-c3ccccc3)cc2/C=N/Nc2ccccn2)cc1OC	-4%	2%	·	-2%	?	1%	21%	5µM*	i
Cc1ccc(-n2c(=O)c3ccc(C(=O)NCc4ccccc4Cl)cc3n(CC(N)=O)c2=O)cc1	9%	·	-7%	i	-8%	1%	14%	-8%	·
CCCCC[C@@H](C)N1C[C@H](COCc2ccccc2)Oc2cc(N3CCC[C@@H]3COC)ccc2S1(=O)=O	-1%	·	17%	-8%	?	-1%	19%	1%	i
O=C(COC(=O)c1n[nH]c2ccccc12)Nc1ccc(S(=O)(=O)N2CCCC2)cc1	12%	-7%	-6%	-27%	-9%	0%	21%	-11%	i
CCCNC(=O)COC(=O)c1ccc(OCC(=O)Nc2ccccc2OC)c(OC)c1	12%	1%	-4%	-1%	14%	7%	9%	1%	i
O=C(CSc1nnc(CCc2ccccc2)n1-c1ccc(Cl)cc1)c1ccccc1	20%	-2%	?	i	?	?	16%	?	i
O=C(CSc1nc2ncccc2[nH]1)Nc1ccccc1-c1ccccc1	2%	-2%	2%	i	?	-5%	-7%	7%	i
COc1ccc(C(=O)NCc2nnc(SCC(=O)Nc3ccccc3OC)n2C)cc1	-3%	-2%	12%	-18%	0%	-1%	22%	-8%	i
CC(=O)Nc1ccc(S(=O)(=O)Nc2nc3ccccc3nc2Nc2ccc(S(N)(=O)=O)cc2)cc1	3%	3%	-5%	-23%	6%	1%	1%	7%	i
Cc1ccc2nc(NC(=O)CN(C)S(=O)(=O)c3cccc4nsnc34)sc2c1	7%	-1%	23%	-4%[57.5 µM]	?	-3%	-2%	-21%	-101%*
CCn1c(=O)c(C(=O)NCc2ccccc2OC)c(O)c2ccccc21	-22%	-2%	-18%	-20%	1%	3%	-9%	-2%	i
COCCNC(=O)C1=CC(c2ccc3c(c2)OCO3)=NS(=O)(=O)N1C	-41%[inhibitor]	·	-10%	i	22%	·	12%	2%	·
CC(=O)NCCOc1cccc2cccnc12	21%	-1%	-20%	i	8%	-7%	-3%	16%	i

Part of the list above, reformatted:
Values run as follows: Abeta yeast res, MmCpn inh, FUS suppressor, PTHR1 agonist, GLP1R inv ag, aSyn yeast inh, TDP43 rescue, HEK293 tox, Akt phos inh
- O=c1c(Cc2ccc(Cl)cc2)c(O)ccn1Cc1cccs1
→ 5%, -1%, 11%, -69%[inhibitor], ?, -1%, -14%[0.397 µM], -8%, i
- COc1ccc(C(=O)Nc2ccc3nc(SCC(=O)N4CCc5ccccc54)sc3c2)cc1
→ -4%, ·, 29%, i, 0%, ·, 10%, 0%, ·
- O=C1c2ccccc2NC(c2ccc(O)c(O)c2)N1c1ccccc1Cl (configuration not stated)
→ -6%, -25%, -8%, i, 16%, -2%, 28%, -2%, i
- CCC1=NN(C(=O)c2ccc(Br)cc2)C(O)(c2ccccc2)C1 (configuration not stated)
→ 8%, 1%, ·, -32%[inhibitor], 0.56µM*, -45%[inhibitor], 25%, ?, i
- Cc1ccc(C)c(Cn2c3ccccc3c3cnn(CC(=O)NC(C)CCc4ccccc4)c(=O)c32)c1 (configuration not stated)
→ -3%, ·, 31%, 1%, 5%, ·, 21%, 3%, ·
- COc1cccc(N2C(=O)C3CCCN3C2c2ccc(Cl)cc2)c1 (configuration not stated)
→ 2%, -1%, -12%, -5%, -5%, 0%, 7%, 1%, i
- COc1ccc(CNC(=O)c2ccc(-c3nc(CSc4ccc(C)cc4)c(C)o3)cc2)c(OC)c1
→ -12%, ·, 12%, i, 9%, ·, -10%, 14%, ·
- COc1ccc(-c2nn(-c3ccccc3)cc2/C=N/Nc2ccccn2)cc1OC
→ -4%, 2%, ·, -2%, ?, 1%, 21%, 5µM*, i
